Assay outcomes as filed in PubChem BioAssay.
Neddylation inh: blocks human cullin neddylation; P61081+Q13564; TR-FRET cullin neddylation, biochemical; calls only at 25 µM; 360,000 tested, 0.58% active; in the data active = inhibition above about 36%
SKN-1 inh: inhibitors of C. elegans SKN-1; C. elegans VP596 Pgst-4::GFP/RFP ratio, acrylamide-induced, 24 h; inhibition, % at 21.8 µM; 360,000 tested, 0.49% active;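 active = interference check ratio from 0.5 to 1.5 plus GFP to RFP signal ratio inhibition reaching or exceeding a fixed threshold, cut at about 30% in these data, passing the limit was not always enough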; note: some compounds called inactive have numbers as strong as hits
Scp-1 inhibitor: blocks human Scp-1 phosphatase activity. Q9GZU7. Recombinant Scp1, phosphopeptide, malachite green phosphate absorbance. inhibition, % at 20 µM. 340,000 tested, 0.88% active;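 active = inhibition above about 50% at 20 µM, limit read from the data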;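 note: plate controls were DMSO wells with enzyme for no effect and wells lacking enzyme for full effect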
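Incubation: 45 min enzyme reaction at room temperature / System: truncated SCP-1 phosphatase (76-261aa) / Reagent: Phospho 17-mer peptide substrate / Buffer or medium: Acidic Tris acetate buffer with magnesium and detergent / Signal: absorbance at 630 nm / Doses: one concentration, 20 µM, with 1.0% DMSO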
NRP1-CendR mod: NRP-1/CendR interaction modulation; FAM-RPARPAR peptide binding to NRP-1, fluorescence polarization; 360,000 tested, 0.85% active; inhibition, % at 25 µM; AID 602438; O14786;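 active = inhibition or corrected inhibition above about 18%, plus a signal ratio from 0.5 to 1.5, limit read from the data, passing the limit was not always enough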; note: strong numbers were not always called active
Target sequence (O14786 whole entry, looked up): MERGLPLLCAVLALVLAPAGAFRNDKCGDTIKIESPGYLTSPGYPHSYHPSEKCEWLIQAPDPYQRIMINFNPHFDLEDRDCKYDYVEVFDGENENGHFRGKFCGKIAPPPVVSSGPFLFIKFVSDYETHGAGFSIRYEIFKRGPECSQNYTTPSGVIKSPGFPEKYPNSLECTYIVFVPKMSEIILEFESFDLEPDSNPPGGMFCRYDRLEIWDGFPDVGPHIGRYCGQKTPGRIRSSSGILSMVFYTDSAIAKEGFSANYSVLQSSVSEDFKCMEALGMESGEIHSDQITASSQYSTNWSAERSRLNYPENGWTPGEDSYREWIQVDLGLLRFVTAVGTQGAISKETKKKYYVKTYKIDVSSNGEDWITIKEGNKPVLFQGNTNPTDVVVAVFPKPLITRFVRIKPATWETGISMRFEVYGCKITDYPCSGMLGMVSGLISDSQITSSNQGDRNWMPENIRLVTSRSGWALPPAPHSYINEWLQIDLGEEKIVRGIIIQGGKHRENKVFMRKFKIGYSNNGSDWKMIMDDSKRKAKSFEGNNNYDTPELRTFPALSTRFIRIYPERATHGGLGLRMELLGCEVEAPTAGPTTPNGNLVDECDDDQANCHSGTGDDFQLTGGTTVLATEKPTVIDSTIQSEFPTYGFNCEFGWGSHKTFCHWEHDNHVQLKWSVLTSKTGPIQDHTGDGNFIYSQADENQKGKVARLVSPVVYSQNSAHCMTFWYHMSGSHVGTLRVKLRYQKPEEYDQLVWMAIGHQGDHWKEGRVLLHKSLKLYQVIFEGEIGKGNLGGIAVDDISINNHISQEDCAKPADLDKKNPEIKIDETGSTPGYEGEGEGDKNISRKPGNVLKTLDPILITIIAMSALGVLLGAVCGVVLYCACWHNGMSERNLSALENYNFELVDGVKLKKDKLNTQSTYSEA
Tb MetRS inh: blocks T. brucei methionyl-tRNA synthetase activity; purified T. brucei MetRS, ATP depletion, Kinase-Glo luminescence; inhibition, % at 11.9 µM; 360,000 tested, 0.4% active;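 active = inhibition above a per-plate cutoff of the control wells' mean inhibition plus 3 SD, cut at about 5.5% in these data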;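 note: 0% = DMSO wells median and 100% = median of wells with control inhibitor compound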
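technique = Kinase-Glo luminescence, ATP depletion format | system = purified MetRS (methionyl-tRNA synthetase) enzyme from Trypanosoma brucei | timing = 15 min preincubation, 2 h reaction, all 25 °C | evaluation = percent inhibition versus plate control medians | dosing = single dose, 11.9 µM final nominal, 0.9% final DMSO | also added = substrates ATP, L-methionine and bulk Escherichia coli tRNA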
STEP inh: STEP (human) phosphatase inhibition. recombinant STEP, OMFP fluorogenic substrate, fluorescence. AID 588621. P54829. 360,000 tested, 0.25% active. inhibition, % at 20 µM;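 active = inhibition at 20 µM, scaled per plate between control wells, above about 37%, limit read from the data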;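 note: 0% = DMSO with enzyme and substrate and 100% = substrate only without enzyme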
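System: isolated STEP enzyme; schedule: 20 min enzyme reaction at room temperature, protected from light; medium: Bis-Tris buffer pH 6.0, 2.5 mM DTT, 0.005% Tween 20; signal: fluorescence, 480/540 nm; dosing: single compound dose of 20 µM, 1% DMSO final; also added: OMFP substrate, 25 µM final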
NadD inh: inhibitors of Staphylococcus aureus NadD. 360,000 tested, 0.78% active. purified NadD enzyme, colorimetric absorbance read-out. inhibition, % at 20 µM. AID 602399; in the data active = inhibition above about 26%; note: some compounds past the cut are filed as inactive
LMPTP inh: LMPTP (human) inhibition | P24666 | recombinant LMPTP-A, OMFP fluorogenic substrate, fluorescence intensity | inhibition, % at 20 µM | 360,000 tested, 0.22% active | AID 651560;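 active = compounds that cut the enzyme signal by at least half of the control window in the single-dose screen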;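 note: plate controls were DMSO wells with enzyme plus substrate for no effect and substrate without enzyme for full effect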
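material = LMPTP-A | quantity = 0.625 nM enzyme | reagent = OMFP substrate, 400 µM final | buffer or medium = Bis-Tris pH 6.0, DTT, detergent | detection = endpoint fluorescence intensity from OMFP dephosphorylation | dosing = single 20 µM dose | read-out basis = % inhibition relative to no-enzyme and uninhibited control wells | control set = no-enzyme and uninhibited controls | timing = 50 min at room temperature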
DNMT1 inh: blocks human DNA methyltransferase DNMT1; DNMT1 molecular beacon, Hinp1I cleavage, fluorescence; 360,000 tested, 0.83% active; P26358; AID 588458; inhibition (reported as % activation of signal), % at 10 µM; in the data active = inhibition above about 50%
SUMO1 PPI mod: alters human SUMO1 binding to SIM partners. P63165. SUMO1 binding to a labelled peptide, TR-FRET, 1 h. inhibition, % at 20 µM. 360,000 tested, 0.33% active; in the data active = inhibition above about 37%
Target sequence (P63165 whole entry, looked up): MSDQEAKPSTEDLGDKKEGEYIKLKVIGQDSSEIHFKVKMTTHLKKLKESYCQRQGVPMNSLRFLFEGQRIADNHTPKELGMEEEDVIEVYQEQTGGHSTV
* = called active by the depositor; i = inactive; x = no result given.

SMILES	Neddylation inh	SKN-1 inh	Scp-1 inhibitor	NRP1-CendR mod	Tb MetRS inh	STEP inh	NadD inh	LMPTP inh	DNMT1 inh	SUMO1 PPI mod
Cc1ccc(F)cc1NC(=S)NCCc1ccccc1	i	3.8	-3.9	-5.6	0.0	1.0	1.1	-0.7	2.6	2.1
Cn1ncc(Br)c1C(=O)Nc1ccc(Br)cn1	i	1.6	-0.9	-10.2	-0.6	1.2	1.8	-1.3	10.4	-4.4
CN(C(=O)Cn1cc(C#N)c2ccccc21)c1ccccc1	i	-5.1	-5.2	-8.1	-0.8	0.1	-3.6	0.4	0.1	-2.0
CCn1c(COc2ccc(=O)n(-c3ccccc3)n2)nnc1SCc1ccc(OC)cc1	i	14.6	-4.6	-15.6	-0.4	-3.2	7.7	-0.2	-2.4	-10.4
Cc1ccc(NC(=O)c2ccco2)c([N+](=O)[O-])c1	i	16.5	-1.1	2.0	-1.3	3.3	-2.3	-0.8	-1.3	-24.3
Cc1nc(NC(=O)c2ccc(Cl)cc2)nc2cc3c(cc12)OCO3	i	0.6	-4.6	5.4	-0.4	0.6	-1.0	-0.1	2.0	22.5
CC(C)(C)OC(=O)NC(Cc1ccccc1)C(=O)N1CCCC1C(=O)O (stereo unspecified)	i	28.3	-3.7	-9.7	-0.7	-1.4	-4.1	-1.5	2.5	1.5
CN(C(=O)CSc1ncc(C(F)(F)F)cc1Cl)c1c(N)n(Cc2ccccc2)c(=O)[nH]c1=O	i	6.4	1.1	8.5	-0.6	-5.1	-2.4	-0.7	0.9	4.2
O=C(CSCc1ccc(Cl)cc1)NCc1ccccn1	i	-9.5	8.1	0.9	0.0	-6.0	-3.3	-0.8	18.5	2.5
COC(=O)[C@]12CCCCC=C1N(Cc1ccco1)C(=O)[C@H](CC(=O)N1CCSCC1)C2	i	3.4	x	-14.3	0.1	x	5.2	1.8	x	-0.9
O=C1C2C3C=CC(O3)C2C(=O)N1N=C1CCCCC1 (stereo unspecified)	i	-14.6	14.3	11.3	-0.4	-4.6	-2.1	0.3	-0.9	1.6
CN(Cc1cccc(F)c1)C(=O)c1ccc(S(=O)(=O)C(F)F)cc1	i	-9.6	-8.0	3.2	0.8	-4.3	3.1	-0.1	0.8	3.3
CCOC(=O)Cc1csc(NC(=O)c2cc(C)on2)n1	i	-1.1	-14.8	-6.1	-0.2	-1.5	-7.1	-1.1	2.7	10.3
CN(C)CCCN(C(=O)c1ccc(C(=O)c2ccccc2)cc1)c1nc2ccc(F)cc2s1	i	-8.3	0.2	8.8	-0.5	0.3	-3.3	-0.7	-2.1	-22.1
O=C(c1c[nH]c2ccccc12)N1CCN(Cc2ccccc2)CC1	i	-2.4	-7.1	2.7	0.8	-1.7	-0.9	0.3	0.7	-0.4
CCN(C(=O)CSc1nnc(-c2cccc(F)c2)n1N)c1c(N)n(Cc2ccccc2)c(=O)[nH]c1=O	i	-7.9	-9.0	-7.7	-0.1	0.0	-2.1	-1.8	0.5	-3.1
N#CCNC(=O)C1CC(=O)N(CCc2ccc(F)cc2)C1 (stereo unspecified)	i	-9.6	-3.9	-5.1	0.1	-2.3	-3.3	-4.2	-0.3	-3.5
CCOC(=O)CSc1nc2ccsc2c(=O)n1C1CCN(C(=O)OCC)CC1	i	-3.6	5.9	3.0	-1.3	1.7	3.1	-0.1	-0.4	2.2
CCOC(=O)N1CCN(S(=O)(=O)c2ccc(C(=O)NNc3nc4c(C)cccc4s3)cc2)CC1	i	-3.1	-16.7	-14.9	0.1	4.3	13.8	0.2	-8.9	-0.7
Cc1ccc(C(C(=O)NCc2ccco2)N(C(=O)Cn2nnc3ccccc32)c2ccccc2)o1 (stereo unspecified)	i	12.4	-1.2	-2.9	-0.3	-1.2	1.2	0.1	-6.6	-3.7
CCc1ccc[n+](-c2[nH]c(=O)sc2/C=N/N=C(\[O-])CCn2c3ccccc3c3ccccc32)c1	i	5.5	-5.1	-7.7	-0.4	1.3	8.8	1.2	7.5	-21.0
CC(NC(=O)c1nn(C)c(=O)c2ccccc12)c1ccccc1 (stereo unspecified)	i	2.2	-7.3	8.2	0.1	-4.9	2.8	-0.4	-0.7	-3.3
CC(=O)Nc1ccc(S(=O)(=O)N2CC(=O)NC(=O)C2)cc1	i	-0.1	-6.9	-7.1	-0.2	0.5	1.3	-0.1	1.0	0.4
CCCCCOC(=O)c1ccc(NC(=O)c2cccc(NC(=O)c3ccccc3C(=O)O)c2)cc1	i	14.1	-6.5	-7.0	0.5	6.6	0.9	2.9	-2.0	9.4
Cc1ccc2c(c1)nnn2C1CCN(C(=O)c2ccccc2F)CC1	i	2.9	7.9	-0.4	-0.9	-1.8	-12.8	-0.5	-1.2	1.8
Fc1ccc(NC(=S)N2CCOCC2)cc1Cl	i	-0.7	-0.7	7.9	0.1	2.3	-0.6	0.5	-4.7	3.7
CCOc1ccc2nc(NC(=O)c3ccc(OC)c(S(=O)(=O)N4CCOCC4)c3)sc2c1	x	-5.2	-6.0	0.4	-0.1	0.7	-8.7	1.4	-4.8	16.9
CS(=O)(=O)N(CC(=O)N1CCN(c2ccc(F)cc2)CC1)c1cccc(Cl)c1	i	-2.5	-0.1	3.6	-1.1	4.3	3.0	-0.8	-1.7	1.8
O=C1NC2(CCCCCC2)C(=O)N1Cc1ccccc1F	i	6.2	-7.5	-9.0	-0.6	-4.0	-5.0	-0.9	-0.7	2.1
Cc1ccc(CSc2nnc(SCC(=O)N/N=C/c3ccccc3OCC(=O)O)s2)cc1	i	9.9	21.5	-4.7	0.4	2.1	9.6	0.6	2.5	-0.8

Fetched by structure from above:
SMILES	Neddylation inh	SKN-1 inh	Scp-1 inhibitor	NRP1-CendR mod	Tb MetRS inh	STEP inh	NadD inh	LMPTP inh	DNMT1 inh	SUMO1 PPI mod
CCN(C(=O)CSc1nnc(-c2cccc(F)c2)n1N)c1c(N)n(Cc2ccccc2)c(=O)[nH]c1=O	i	-7.9	-9.0	-7.7	-0.1	0.0	-2.1	-1.8	0.5	-3.1
CCc1ccc[n+](-c2[nH]c(=O)sc2/C=N/N=C(\[O-])CCn2c3ccccc3c3ccccc32)c1	i	5.5	-5.1	-7.7	-0.4	1.3	8.8	1.2	7.5	-21.0
CC(=O)Nc1ccc(S(=O)(=O)N2CC(=O)NC(=O)C2)cc1	i	-0.1	-6.9	-7.1	-0.2	0.5	1.3	-0.1	1.0	0.4

Next part
SMILES	Neddylation inh	SKN-1 inh	Scp-1 inhibitor	NRP1-CendR mod	Tb MetRS inh	STEP inh	NadD inh	LMPTP inh	DNMT1 inh	SUMO1 PPI mod
Cc1cccc(NC(=O)CN(C)C(=O)c2ccc3ccccc3n2)c1C	i	-0.8	-1.2	-2.6	-0.6	-1.7	0.1	-0.2	3.0	2.3
CC(=O)c1c(C)[nH]c(C(=O)OC2CCCCC2=O)c1C (stereo unspecified)	i	20.5	-2.2	-7.5	-0.7	-0.3	-1.8	1.2	13.5	1.4
CC(C)CC(N)c1csc(Nc2cc(Oc3ccccc3)ncn2)n1 (stereo unspecified)	i	5.6	x	-2.3	-0.3	-0.9	-1.4	-1.0	3.6	-9.6
CC1=C(C(=O)N(C(C)C)C(C)C)CC(CC(=O)NC2CC2)C(=O)N1Cc1ccc(C(C)(C)C)cc1 (stereo unspecified)	i	7.7	x	7.5	-0.4	x	5.3	0.2	x	-1.6
Cc1cc(C)n(CC(=O)NNC(=O)c2ccc(NC(=O)CC#N)cc2)n1	i	-2.8	-2.5	-16.7	-0.2	-0.4	-0.6	-1.7	-0.3	4.1
Cc1cccc(CC(=O)c2c[nH]c3ccccc23)c1	i	-0.6	-13.3	-0.1	11.4*	-0.7	0.9	1.1	-5.0	-0.3
Cc1cccc(C(C)C)c1NC(=O)C1CCN(S(=O)(=O)c2ccccc2)CC1	i	-7.4	-0.1	4.3	0.0	-2.7	-1.2	0.8	2.5	-8.8
CC(C)CCn1cnc2c1c(=O)n(CC(=O)NC(N)=O)c(=O)n2Cc1ccccc1	i	-10.9	-5.3	-14.3	0.4	0.5	-0.2	0.2	2.0	5.8
Cc1cc(OC(=O)c2ccc(S(=O)(=O)N3CCCC3)cc2)c([N+](=O)[O-])c(=O)[nH]1	i	2.9	4.9	-5.4	-1.2	-3.7	1.4	-1.1	1.5	0.5
O=c1[nH]c2cc3c(cc2cc1CN(CCCO)C(=S)NCc1ccco1)OCO3	i	-3.7	-3.3	-7.4	4.1	6.8	10.2	1.2	-2.7	-0.9
COc1ccc(C(=O)Nc2cc3c4c(c2)C(C)C(=O)N4CCC3)c(OC)c1 (stereo unspecified)	i	7.3	-8.9	8.9	-0.4	-0.4	1.2	0.3	-1.1	1.4
COc1ccc(-c2nnc(SC(C)C(=O)Nc3cccc(Cl)c3)o2)cc1 (stereo unspecified)	i	-0.6	-7.8	2.1	-0.5	0.5	-12.6	1.2	-8.7	0.1
Cc1ccc(NC(=O)CSc2ccc(-c3cccnc3)nn2)cc1Cl	i	-3.4	-5.6	-18.1	-0.5	1.5	-2.0	0.7	-3.1	-9.1
CCOc1ccccc1NS(=O)(=O)c1ccc2oc(=O)ccc2c1	i	-11.1	-9.4	12.6	-0.9	-0.4	-3.0	-0.6	4.2	8.0
Cc1cccc(C(=O)NCC(=O)OCC(=O)N2CCCCC2)c1	i	1.0	-0.3	-22.9	-1.1	-2.3	-8.7	-1.1	4.8	-1.2
COc1ccccc1C/C(N)=N/OC(=O)c1cccc([N+](=O)[O-])c1C	i	4.5	-4.6	7.7	-0.4	0.9	-1.0	0.4	0.2	-5.4
COCCCNS(=O)(=O)c1ccccc1	i	9.5	-1.8	-0.6	0.1	12.9	-1.5	-1.4	2.1	0.5
COc1ccc(-c2nc3ccc(Cl)cn3c2Cc2cccc(F)c2)cc1OC	i	17.2	x	-33.9	0.1	0.9	2.3	2.3	-15.8	2.0
COC(=O)c1cnc(Nc2cccc(C(F)(F)F)c2)c([N+](=O)[O-])c1	i	-7.3	-6.2	-5.1	1.1	0.5	-2.6	-0.7	2.2	-27.4
CC(=O)NCCc1nc2cc(NC(=O)c3cccs3)ccc2n1C	i	-7.4	-4.9	1.6	-0.3	-1.8	-5.6	-1.0	2.3	3.5
Cc1c(NC(=O)/C(C#N)=C/c2c(Oc3ccccc3)nc3ccccn3c2=O)c(=O)n(-c2ccccc2)n1C	i	16.2	-1.8	0.2	0.0	-3.3	1.5	-0.4	1.9	-21.0
CCOc1ccc2nc(NC(=O)CN3CCN(CC)CC3)sc2c1	i	3.5	-1.2	1.3	0.1	3.0	-3.8	-0.9	3.6	3.2
COc1ccc(Cc2nnc(SCC(=O)Nc3ccc(N4CCOCC4)cc3)o2)cc1	i	8.2	-4.7	14.5	0.5	-1.0	-2.0	0.7	2.0	3.8
CC1(C)CC(=O)C2=C(C1)NC(Nc1nc3ccccc3o1)=NC21CCCCC1	x	-0.6	-5.8	-10.7	-0.7	1.8	0.7	1.0	-4.0	1.1
